GPT2 inh = blocks human glutamate pyruvate transaminase 2; Q8TD30; Recombinant GPT2, coupled pyruvate oxidase/HRP Amplex Red fluorescence; Potency, µM (doses to about 57.7 µM), for the others: at the top dose activity change, negative = inhibition, most hits filed as inhibitors; 100,000 compounds, 0.25% hits; further: potency means the concentration at half of the fitted maximal effect; nearly all actives have a fitted effect of over 60% in size; many of its hits are not listed in these tables
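Fluorescence read-out: pyruvate from GPT2 turnover coupled to pyruvate oxidase, HRP and Amplex Red (0.2mM ThPP, 0.2U/mL PO and HRP, 50uM Amplex final). Substrates 250uM a-KG, 2mM L-alanine; enzyme 10ng/uL; 30 min RT.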
NIH3T3 tox = kills NIH 3T3 cells; Potency, µM (top dose mostly 96.7 µM), for inactives: at the top dose activity change, negative = cytotoxicity, usual class: inhibitors; 94,000 compounds, 4.3% hits; NIH 3T3 viability, CellTiter-Glo ATP luminescence, 48-72 h; further: potency means the concentration at half of the fitted maximal effect; nearly all actives have a fitted effect of over 55% in size
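NIH 3T3 cells at 400 cells/well received 23 nL of compound by pintool and were incubated 48 or 72 h at 37 °C. Viability was read as ATP-coupled CellTiter-Glo luminescence.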
HEK293 viab = counter-screen for SNCA expression inhibitors: cell viability | HEK-293-SNCA-luc viability, GF-AFC fluorescence, 24 h | Potency, µM (doses to about 57.1 µM), inactives show top-dose activity change, negative = cytotoxicity, usual class: cytotoxic | 150,000 compounds, 0.12% hits;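 further: potency means the concentration at half of the fitted maximal effect; 0% = DMSO-treated cells and -100% = medium-only wells without cells; nearly all actives have a fitted effect of over 30% in size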
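HEK-293-SNCA-luc cells (1500/well) plated 24 h, then exposed 24 h to a dilution series; GF-AFC added 30 min at 37C, fluorescence 405/540 nm; normalised to medium-only and DMSO wells, Hill fit.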
SNCA expr inh = reduces expression of the alpha-synuclein gene. HEK-293 SNCA-luciferase knock-in, luminescence, 24 h. Potency, µM (highest dose often 57.2 µM), without a hit: at the top dose activity change, negative = inhibition, actives largely listed as inhibitors. 140,000 compounds, 0.17% hits. AID 1671194;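 further: potency means the concentration at half of the fitted maximal effect; plate controls were DMSO cells for no effect and cell-free wells for full effect; nearly all actives have a fitted effect of over 45% in size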
HEK cytotox = cytotoxic compounds in HEK 293 cells. Potency, µM (top dose mostly 115 µM), for the others: at the top dose activity change, negative = cytotoxicity, usual class: inhibitors. 94,000 compounds, 6.6% hits. HEK 293 viability, ATP luminescence (CellTiter-Glo), 48-72 h. AID 1345083; further: potency means the concentration at half of the fitted maximal effect; nearly all actives have a fitted effect of over 60% in size
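HEK 293 seeded at 250 cells/well receive compound via pintool. After 48 or 72 hr at 37 degree Celsius, 5% CO2 and 95% humidity, CellTiter-Glo is dispensed and luminescence read following 10 min at room temperature.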
FLuc inh = blocks purified firefly luciferase enzyme activity. P08659. purified P. pyralis luciferase, luminescence, biochemical. Potency, µM (highest dose often 115 µM), for inactives: at the highest dose activity change, negative = inhibition, most hits filed as inhibitors. 76,000 compounds, 2.5% hits; further: potency means the concentration at half of the fitted maximal effect; nearly all actives have a fitted effect of over 65% in size
Target sequence (P08659 whole entry, looked up): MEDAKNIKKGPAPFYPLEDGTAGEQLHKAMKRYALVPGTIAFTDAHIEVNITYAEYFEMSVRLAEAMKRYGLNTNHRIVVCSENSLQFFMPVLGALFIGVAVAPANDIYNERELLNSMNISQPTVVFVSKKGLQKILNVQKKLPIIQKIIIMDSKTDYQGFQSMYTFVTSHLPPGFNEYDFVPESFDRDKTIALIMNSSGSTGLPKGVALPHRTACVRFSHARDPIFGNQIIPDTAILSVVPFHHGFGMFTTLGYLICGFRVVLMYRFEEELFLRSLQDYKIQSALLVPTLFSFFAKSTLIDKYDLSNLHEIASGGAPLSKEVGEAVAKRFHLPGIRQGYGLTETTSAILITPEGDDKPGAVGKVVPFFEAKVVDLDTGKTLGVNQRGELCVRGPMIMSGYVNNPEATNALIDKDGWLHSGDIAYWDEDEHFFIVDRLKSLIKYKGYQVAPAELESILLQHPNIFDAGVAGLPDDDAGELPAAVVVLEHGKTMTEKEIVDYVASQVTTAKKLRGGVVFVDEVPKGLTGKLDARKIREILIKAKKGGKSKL
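Purified P. pyralis luciferase (10nM final) in 50mM Tris acetate pH 7.5, 10mM Mg acetate, 0.01% Tween-20, 0.05% BSA with 10uM D-luciferin and 10uM ATP. Compounds titrated qHTS. Luminescence imaged on CCD.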
IP6K1 inhibitor = IP6K1 kinase inhibition; Q92551; IP6K1 kinase, ADP-Glo luminescence, 2 h; active compounds read low; activity change, % (series mostly up to about 58 µM); 140,000 compounds, 0.81% hits; AID 1645851; in the data active means activity change below about -25%
Target sequence (Q92551 whole entry, looked up): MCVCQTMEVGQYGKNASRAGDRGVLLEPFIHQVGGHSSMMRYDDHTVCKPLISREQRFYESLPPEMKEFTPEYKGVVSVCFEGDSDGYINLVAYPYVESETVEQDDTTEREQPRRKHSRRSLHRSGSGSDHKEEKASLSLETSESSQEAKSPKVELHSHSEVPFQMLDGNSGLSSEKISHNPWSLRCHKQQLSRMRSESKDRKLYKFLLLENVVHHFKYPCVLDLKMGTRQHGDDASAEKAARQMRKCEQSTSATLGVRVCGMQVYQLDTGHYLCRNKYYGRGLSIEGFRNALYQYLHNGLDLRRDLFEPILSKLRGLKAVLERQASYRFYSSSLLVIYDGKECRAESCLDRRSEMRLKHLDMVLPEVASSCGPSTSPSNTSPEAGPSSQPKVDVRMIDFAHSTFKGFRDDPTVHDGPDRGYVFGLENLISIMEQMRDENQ
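ADP-Glo luminescence measures ADP made by human IP6K1 during a 2 h RT reaction with ATP/IP6 (mix at 1.3 mM/130 uM); top library doses 57.5 and 19.1 uM final.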
* hit, by the source's call; i = inactive; ? = inconclusive; / = not tested or not shown; [ ] = dose if it differs, or a comment. Unless noted, the call rests on the fitted dose curve; in most records, active means well fitted curve in the direction sought with a large enough effect; inconclusive means small, poorly fitted or top-dose-only effect, or another doubt; inactive means no such curve, though single readings can be large; an effect the other way counts as inactive or inconclusive. Unless noted, on the % scale 0 is the no-effect control and ±100 the full control effect. These rows are one share of the data; the hit share may differ from the screen's.

The first twelve compounds, ahead of the listing:
SMILES	GPT2 inh	NIH3T3 tox	HEK293 viab	SNCA expr inh	HEK cytotox	FLuc inh	IP6K1 inhibitor
COc1ccc(NC(=O)CNC(=O)Cn2ccc3ccccc3c2=O)cc1OC	/	/	-4%	11%	/	/	-1
O=C(NC1CC1)[C@@H]1C[C@H](Oc2cccnc2)CN1C(=O)CCc1c[nH]c2ccccc12	4%	i	4%	18%	i	6%	-7
CCc1noc(-c2cn(C3CCN(C(=O)c4cc(Cl)ccc4F)CC3)nn2)n1	-2%	?	7%	21%	?	9%	3
Cc1cc(C(=O)Nc2ccc([C@H]3OCC(=O)N(Cc4ccccc4)[C@@H]3CO)cc2)n(C)n1	i	-24%[174 µM]	-1%[87.6 µM]	5%[87.6 µM]	?	-15%[172 µM]	15
CCCc1noc(-c2ccn3c(CNC(=O)c4c(F)cccc4F)nnc3c2)n1	1%	-20%	-12%	-10%	?	-3%	28
COc1ccccc1CNC(=O)C1CCN(Cc2ccccc2-c2cccnc2)CC1	0%	?	?	-18%	?	/	2
Cc1ccc(C(=O)N2CCc3sc(C(=O)NCc4cccc(F)c4)cc3C2)cc1	-19%	-1%	-3%	-19%	-6%	-2%	-11
O=C(NCCCc1ccccc1)c1ccc2oc(-c3ccncc3)nc2c1	?	?	0%	-6%	?	/	32
CN(C)C(=O)C1CN(C(=O)c2ccccc2OC(F)(F)F)CC12CCOCC2 (stereo unspecified)	-1%	-16%	3%	1%	5%	-2%	27
Cc1noc2ncnc(N3CCCC(C(=O)Nc4cc(F)ccc4F)C3)c12 (stereo unspecified)	/	/	-5%	1%	/	/	-11
Cc1c(C(=O)N(Cc2ccc(N(C)C)cc2)CC2CCCO2)oc2ccccc12 (stereo unspecified)	/	/	-26%	18%	/	/	-10
COc1ccc(Cn2c(SCc3ccc(C(=O)NC4CCCCC4)cc3)nc3cccnc32)cc1	/	/	17%	-13%	/	/	-7

This part in full, previewed entries included:
SMILES	GPT2 inh	NIH3T3 tox	HEK293 viab	SNCA expr inh	HEK cytotox	FLuc inh	IP6K1 inhibitor
COc1ccc(NC(=O)CNC(=O)Cn2ccc3ccccc3c2=O)cc1OC	/	/	-4%	11%	/	/	-1
O=C(NC1CC1)[C@@H]1C[C@H](Oc2cccnc2)CN1C(=O)CCc1c[nH]c2ccccc12	4%	i	4%	18%	i	6%	-7
CCc1noc(-c2cn(C3CCN(C(=O)c4cc(Cl)ccc4F)CC3)nn2)n1	-2%	?	7%	21%	?	9%	3
Cc1cc(C(=O)Nc2ccc([C@H]3OCC(=O)N(Cc4ccccc4)[C@@H]3CO)cc2)n(C)n1	i	-24%[174 µM]	-1%[87.6 µM]	5%[87.6 µM]	?	-15%[172 µM]	15
CCCc1noc(-c2ccn3c(CNC(=O)c4c(F)cccc4F)nnc3c2)n1	1%	-20%	-12%	-10%	?	-3%	28
COc1ccccc1CNC(=O)C1CCN(Cc2ccccc2-c2cccnc2)CC1	0%	?	?	-18%	?	/	2
Cc1ccc(C(=O)N2CCc3sc(C(=O)NCc4cccc(F)c4)cc3C2)cc1	-19%	-1%	-3%	-19%	-6%	-2%	-11
O=C(NCCCc1ccccc1)c1ccc2oc(-c3ccncc3)nc2c1	?	?	0%	-6%	?	/	32
CN(C)C(=O)C1CN(C(=O)c2ccccc2OC(F)(F)F)CC12CCOCC2 (stereo unspecified)	-1%	-16%	3%	1%	5%	-2%	27
Cc1noc2ncnc(N3CCCC(C(=O)Nc4cc(F)ccc4F)C3)c12 (stereo unspecified)	/	/	-5%	1%	/	/	-11
Cc1c(C(=O)N(Cc2ccc(N(C)C)cc2)CC2CCCO2)oc2ccccc12 (stereo unspecified)	/	/	-26%	18%	/	/	-10
COc1ccc(Cn2c(SCc3ccc(C(=O)NC4CCCCC4)cc3)nc3cccnc32)cc1	/	/	17%	-13%	/	/	-7
COc1cccc(C(=O)NC(c2ccc(Cl)cc2)c2cc(Cl)c3cccnc3c2O)c1 (stereo unspecified)	/	/	0%	-27%	/	/	4
COc1ccc(S(=O)(=O)N2CCC3(CCC(=O)N(CC4CC4)CC3)CC2)cc1	2%	?	3%	-7%	?	3%	6
CCOc1ccccc1C(=O)N1CC(=O)N(CCOc2ccccc2)CC(O)C1 (stereo unspecified)	/	-18%	/	/	?	/	-2
COc1ccc(CCNc2ncnc3c2cnn3-c2ccc(F)cc2)cc1	/	/	-4%	24%	/	/	5
COc1cccc(CNC(=O)c2cc3c(=O)n(Cc4cccnc4)ccc3nc2C)c1	/	/	-18%	19%	/	/	6
CCOc1ccc(CNC(=O)CN2C(=O)CCn3nc(-c4cn(C)c5ccccc45)cc32)cc1OC	/	/	1%	5%	/	/	10
O=C(Cc1cccs1)Nc1ccc2c(N3CCCCC3)ncnc2c1	1%	?	-11%	15%	?	-23%	-5
Cc1nnc([C@@H]2CC(F)(F)CN2C(=O)c2ccoc2)o1	-5%	0%	5%	-9%	1%	4%	1
CCc1cccc2c(C(CC(=O)N3CCCC3)c3cccc([N+](=O)[O-])c3)c[nH]c12 (stereo unspecified)	5%	28µM*	-3%	-4%	?	-11%	-4
COc1ccccc1-n1cc(C(=O)N(C)Cc2noc3c2CCCC3)cn1	0%[11.5 µM]	?	-12%	10%	-16%	?	-12
CCn1ccnc1CN1CCCC(CCc2ccc(OC)cc2)C1 (stereo unspecified)	i	?	5%	4%	?	13%	8
Cc1cc(C[C@@H]2COC[C@@H]2NC(=O)c2cccc(-n3nc(C)cc3C)c2)on1	i	i	13%	2%	i	3%	2
COc1c(O[C@@H]2O[C@H](CO)[C@@H](O)[C@H](O)[C@H]2O)c(CCC(=O)O)cc2ccoc12	i	/	-8%	/	/	/	-8
COc1c(C)cnc(Cn2ccn3nc(-c4ccc(F)cc4)c(CO)c3c2=O)c1C	i	-9%	1%	-13%	-10%	5%	-3
COCc1ccc2c(c1)c(OC(C)(C)C(=O)NCCCN1CCCC1=O)nn2Cc1cccnc1	-17%	?	-1%	-1%	-2%	-6%	3
CCCS(=O)(=O)NCC(=O)N1CCCCCCNC(=O)CC1c1ccccc1 (stereo unspecified)	-44%	-11%	-5%	-24%	-6%	-15%	2
COc1ccc(NC(=O)c2sc3nc[nH]c(=O)c3c2C)cc1Cl	/	/	-18%	56%[activator]	/	/	-1
O=c1c2ccccc2cnn1Cc1nc(-c2ccc3nc[nH]c3c2)no1	-5%	?	-16%	13%	?	-14%	21
CCOc1sc2nc(C)n(CC(=O)Nc3cccc(C)c3)c(=O)c2c1C	/	/	-7%	24%	/	/	-5
Cc1cc2cc(-c3c(C)noc3C)nc(NCc3ccccc3)c2o1	-3%[88.5 µM]	-30%[138 µM]	-3%[87.6 µM]	60%[activator][87.6 µM]	?	-11%[172 µM]	11
COC(=O)c1ccccc1NC(=O)Cn1ccn2nc(-c3ccc(F)cc3)c(CO)c2c1=O	-8%	-23%	12%	-9%	-1%	6%	14
COc1cc(/C=C(\C#N)c2nc3ccc(C)cc3[nH]2)ccc1OCc1ccc(C)cc1	/	/	?	?	/	/	29
COCCCNC(=O)C(NC(=O)c1ccc(C)cc1)C1CCN(C(=O)c2cccs2)CC1 (stereo unspecified)	?	?	-8%	4%	-26%	-13%	6
COc1ccccc1CNC(=O)C1CCCN(C(=O)c2cccnc2)CCC(=O)NCC1 (stereo unspecified)	i	?	5%	11%	-19%	-10%	-4
Cc1cccc(C(=O)Nc2nc3nc(-c4ccccc4)cc(=O)n3[nH]2)c1	/	/	5%	-22%	/	/	9
Cc1sc2ncn(CC(=O)Nc3ccc(F)cc3F)c(=O)c2c1S(=O)(=O)N1CCC(C)CC1	/	/	1%	30%[activator]	/	/	6
CN(Cc1cccnc1)C(=O)CCC1CCN(S(=O)(=O)c2ccccc2)CC1	i	?	7%	-11%	?	2%	16
COC(=O)c1ccccc1NC(=O)c1c(C)oc2ncn(C)c(=O)c12	/	/	-24%	-9%	/	/	-20

Full records, quoted from the list. Order of screens: GPT2 inh | NIH3T3 tox | HEK293 viab | SNCA expr inh | HEK cytotox | FLuc inh | IP6K1 inhibitor
CCOc1sc2nc(C)n(CC(=O)Nc3cccc(C)c3)c(=O)c2c1C is entered as / | / | -7% | 24% | / | / | -5
Cc1cc2cc(-c3c(C)noc3C)nc(NCc3ccccc3)c2o1 is entered as -3%[88.5 µM] | -30%[138 µM] | -3%[87.6 µM] | 60%[activator][87.6 µM] | ? | -11%[172 µM] | 11

(continued)
SMILES	GPT2 inh	NIH3T3 tox	HEK293 viab	SNCA expr inh	HEK cytotox	FLuc inh	IP6K1 inhibitor
O=C(c1ccc(F)cc1Cl)N1Cc2cnn(Cc3ccc(F)cc3)c2C1	-7%[11.5 µM]	?	-1%	?	?	9%	9
CCCNC(=O)c1ccc2c(c1)sc1nc(-c3ccc(C)cc3)cn12	/	/	-22%	55%[activator]	/	/	-9
Cc1ccc(F)c(OC2(C(=O)O)CCN(c3cnc4ccccc4n3)CC2)c1	-4%	-5%	-5%	-2%	-21%	-9%	-1
CC(C)C[C@H](CC(=O)NO)C(=O)N[C@H](C(=O)N[C@@H](C)C(=O)NCCN)C(C)(C)C	i[11.5 µM]	/	-14%[12.5 µM]	/	/	/	5
CC(C)CCN1CCC(N2CCN(Cc3cccnc3)CC2)C1=O (stereo unspecified)	4%	-15%	-9%	-16%	-6%	-5%	29
COCCC(=O)N[C@H]1CC[C@]2(C)CCC([C@H](C)C(=O)NCc3cc(F)cc(F)c3)[C@H](O)[C@H]2[C@@H]1C (stereo partly specified)	i	-26%	7%	-12%	-6%	5%	-7
COc1ccc(OC)c(NC(=O)CSc2cn(CC(=O)N3CCOCC3)c3ccccc23)c1	/	/	-20%	3%	/	/	-4
COc1ccc(C(=O)N2CCCC3(C2)C(=NC2CCCC2)NC(=O)N3c2cc(F)cc(F)c2)cc1 (stereo unspecified)	i	-10%	2%	3%	-6%	/	-11
COc1cc(C2C(C(=O)Nc3ccc(C)cc3C)=C(C)Nc3nc4ccccc4n32)cc(OC)c1OC (stereo unspecified)	/	/	0%	3%	/	/	-12
CCCCC(CC)COC(=O)C(C#N)=C(c1ccccc1)c1ccccc1 (stereo unspecified)	3%	/	1%	-3%	/	/	7

Bioassay records from PubChem.
